SW480 rereplic: DNA re-replication induction in SW480 cells | Potency, µM (highest dose often 46.1 µM), for the others: top-dose re-replication activation, most hits filed as activators | SW480 DNA re-replication, Hoechst DNA content imaging, 48 h | hit rate 1.8% among 340,000 | AID 624297; also: potency is read from the fitted curve at half-maximal effect; % of control where 0% means no effect; nearly all actives have a fitted effect of over 55% in size
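First, 250 cells per well were seeded. Next, compound or vehicle (23 nL) was pinned in, plates sat 48 hr at 37 C. Finally Hoechst was added for 40 min before fluorescence scanning.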
MCF10A rereplic: DNA re-replication induction in MCF 10a cells; hit rate 2.9% among 350,000; AID 624296; Potency, µM (titrated, usually from 46.1 µM), for inactives: at the highest dose activity, positive = re-replication, most hits filed as activators; MCF 10A DNA re-replication, Hoechst nuclear intensity, 48 h; also: potency is read from the fitted curve at half-maximal effect; % of control where 0% means no effect; nearly all actives have a fitted effect of over 50% in size
KB-3-1 cytotox: kills parental KB-3-1 adenocarcinoma cells. KB-3-1 viability, CellTiter-Glo ATP luminescence, 72 h. Potency, µM (doses to about 46.1 µM), without a hit: at the top dose activity change, negative = cytotoxic, actives largely listed as cytotoxic. hit rate 1.4% among 400,000. AID 1347075; also: potency is read from the fitted curve at half-maximal effect; % is scaled to controls: 0 for no effect and ±100 for the full control effect; nearly all actives have a fitted effect of over 60% in size
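KB-3-1 cells, DMEM (no phenol red) + 10% FBS; compound by pin transfer, 72 h, 37 °C. Readout: CellTiter-Glo luminescence after 10 min. Data normalized, curve-fitted.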
KB-V1 MDR tox: KB-V1 MDR subline cytotoxicity; hit rate 3.4% among 400,000; KB-V1 MDR cells viability, CellTiter-Glo, 72 h; Potency, µM (titrated, usually from 46.1 µM), for inactives: at the highest dose activity change, negative = cytotoxicity, actives largely listed as cytotoxic; also: potency is read from the fitted curve at half-maximal effect; % is scaled to controls: 0 for no effect and ±100 for the full control effect; nearly all actives have a fitted effect of over 60% in size
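KB-V1, DMEM (no phenol red) + 10% FBS; cpd pin-transferred, titration series; 72 h, 37 degrees C; CellTiter-Glo, luminescence. Data normalized, curve-fit.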
IL-1B inflam inh: inhibitors of inflammasome signaling (IL-1 beta secretion); THP-1 LPS/ATP IL-1B secretion, AlphaLISA, 16 h; active compounds read low; activity change, % at 57.5 µM; hit rate 4.7% among 360,000; in the data active = activity change below about -50%; inconclusive = mostly about -30% to -49%; also: % is scaled to controls: 0 for no effect and ±100 for the full control effect
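Secreted IL-1B measured by AlphaLISA bead assay after 16 h compound exposure of THP-1 cells; compounds (final up to 57.5 uM) added 1 h before LPS (250 ng/mL) and ATP (1.25 mM) stimulation; lower signal means less secretion.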
WRN helicase inh: WRN helicase (human) inhibition; Potency, µM (doses to about 114 µM), for the others: at the highest dose activity change, negative = inhibition, hits mostly inhibitors; hit rate 0.46% among 360,000; WRN helicase unwinding, fluorescent forked duplex, kinetic; also: potency is read from the fitted curve at half-maximal effect; % is scaled to controls: 0 for no effect and ±100 for the full control effect; nearly all actives have a fitted effect of over 55% in size
Target sequence (Q14191 whole entry, looked up): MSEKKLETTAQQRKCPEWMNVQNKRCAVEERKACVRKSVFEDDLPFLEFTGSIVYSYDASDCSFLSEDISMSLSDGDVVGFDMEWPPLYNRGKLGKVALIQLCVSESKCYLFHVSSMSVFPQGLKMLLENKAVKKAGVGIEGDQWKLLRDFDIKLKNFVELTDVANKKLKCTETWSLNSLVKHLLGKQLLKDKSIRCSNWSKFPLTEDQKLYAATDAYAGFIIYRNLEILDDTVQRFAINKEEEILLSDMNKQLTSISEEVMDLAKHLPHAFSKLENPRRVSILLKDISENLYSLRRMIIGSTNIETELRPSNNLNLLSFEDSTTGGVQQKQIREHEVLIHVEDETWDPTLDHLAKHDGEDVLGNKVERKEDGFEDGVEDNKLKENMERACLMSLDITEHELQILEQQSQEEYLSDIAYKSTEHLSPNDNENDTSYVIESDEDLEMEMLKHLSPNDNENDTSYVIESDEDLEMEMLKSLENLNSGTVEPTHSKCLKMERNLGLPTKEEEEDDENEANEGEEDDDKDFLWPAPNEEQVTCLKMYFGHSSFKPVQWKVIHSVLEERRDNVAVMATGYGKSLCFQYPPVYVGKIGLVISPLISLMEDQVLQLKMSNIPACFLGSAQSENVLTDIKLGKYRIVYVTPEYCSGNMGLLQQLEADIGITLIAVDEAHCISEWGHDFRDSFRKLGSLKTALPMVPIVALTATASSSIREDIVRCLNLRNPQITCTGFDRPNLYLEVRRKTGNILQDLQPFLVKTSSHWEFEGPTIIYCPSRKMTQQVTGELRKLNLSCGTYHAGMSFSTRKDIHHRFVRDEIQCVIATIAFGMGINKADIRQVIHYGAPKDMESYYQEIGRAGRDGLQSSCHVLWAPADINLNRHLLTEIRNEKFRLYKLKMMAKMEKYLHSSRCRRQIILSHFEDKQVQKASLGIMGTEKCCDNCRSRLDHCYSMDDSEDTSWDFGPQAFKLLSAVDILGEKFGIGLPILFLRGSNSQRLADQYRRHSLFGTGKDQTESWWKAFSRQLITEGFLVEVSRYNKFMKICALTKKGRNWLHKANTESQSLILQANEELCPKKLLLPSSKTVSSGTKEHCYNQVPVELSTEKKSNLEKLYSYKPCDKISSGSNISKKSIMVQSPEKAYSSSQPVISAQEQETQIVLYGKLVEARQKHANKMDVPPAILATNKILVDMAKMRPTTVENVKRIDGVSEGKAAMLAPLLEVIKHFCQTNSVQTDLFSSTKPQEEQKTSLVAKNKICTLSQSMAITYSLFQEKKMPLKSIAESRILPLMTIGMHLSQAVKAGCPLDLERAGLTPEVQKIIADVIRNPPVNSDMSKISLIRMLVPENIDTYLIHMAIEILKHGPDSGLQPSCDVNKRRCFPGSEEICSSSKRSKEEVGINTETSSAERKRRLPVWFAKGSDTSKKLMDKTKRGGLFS
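Fluorescence dequenching readout, ex 525 nm/em 598 nm, kinetic mode: forked duplex DNA (100 nM final) with adjacent fluorophore and quencher unwound by WRN (20 nM final) with 2 mM ATP. Compound preincubation 15 min, room temperature.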
HT1080-NT tox: kills 2HG-producing HT-1080-NT fibrosarcoma cells. HT-1080-NT fibrosarcoma viability, CellTiter-Glo ATP luminescence, 48 h. Potency, µM (doses to about 46.1 µM), without a hit: top-dose activity, negative = less viability, usual class: cytotoxic. hit rate 1.6% among 360,000. AID 686970;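 also: NT is the 2HG producing partner of a matched IDH1 knockdown line; potency is read from the fitted curve at half-maximal effect; 0% = DMSO-treated cells and -100% = media-only wells without cells; nearly all actives have a fitted effect of over 55% in size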
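Viability by CellTiter-Glo luminescence after 48 h compound exposure at 37C of HT-1080-NT cells (750/well, RPMI, 5% FBS). % activity scaled between DMSO wells and medium-only wells, then curve-fitted and categorized by curve class.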
ATXN2 expr inh: inhibitors of ATXN2 expression; HEK-293 ATXN2-luciferase reporter, luminescence, 24 h; Potency, µM (titrated, usually from 57 µM), inactives show at the highest dose activity change, negative = inhibition, actives largely listed as inhibitors; hit rate 0.72% among 360,000; AID 1745845; also: potency is read from the fitted curve at half-maximal effect; % is scaled to controls: 0 for no effect and ±100 for the full control effect; nearly all actives have a fitted effect of over 55% in size
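qHTS (up to 57 uM final) was run with 24 h compound exposure of reporter cells at 37 °C. Each well was multiplexed: SteadyGlo luminescence measured ATXN2-luciferase expression after a fluorogenic Gly-Phe-AFC viability readout (25 uM final).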
HT1080 IDH1KD tx: kills HT-1080 cells with IDH1 knockdown | HT-1080 IDH1 knockdown viability, ATP luminescence, 48 h | Potency, µM (doses to about 46.1 µM), without a hit: top-dose activity, negative = toxicity, hits mostly cytotoxic | hit rate 2% among 360,000 | AID 686971;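 also: potency is read from the fitted curve at half-maximal effect; 0% = DMSO wells and -100% = cell-free medium wells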
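Knockdown cells (IDH1KD HT-1080) received compounds 2 h after plating at 750 cells/well and were kept 48 h at 37 °C in 5% FBS RPMI. A CellTiter-Glo luminescence read gave % activity for curve fitting.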
Starred values were filed as active, the others as inactive; i = inactive; ? = inconclusive; · = no result given; & = joins results of further samples; ! = not confirmed by another sample; [ ] = another dose, or the depositor's remark. Unless noted, calls follow the shape of the dose curve; as a rule, active = well fitted curve in the direction sought with a large enough effect; inconclusive = small, poorly fitted or top-dose-only effect, or another doubt; inactive = no such curve, though single readings can be large; an effect the other way counts as inactive or inconclusive. Compounds as they come. Share with any hit: about 12%.

The first 4 records, ahead of the listing:
SMILES	SW480 rereplic	MCF10A rereplic	KB-3-1 cytotox	KB-V1 MDR tox	IL-1B inflam inh	WRN helicase inh	HT1080-NT tox	ATXN2 expr inh	HT1080 IDH1KD tx
O=C(CN(Cc1ccccc1)C(=O)c1cc2c(s1)CCC2)NCc1cccs1	17%	14%	?	2.9µM*	?	-10%	-1%	-11%	-7%
Cc1ccc(OCC(=O)NNC(=O)c2ccc(NC(=O)C3CC3)cc2)c(C)c1	-20%	5%	11%	0%	10	2%	4%	-3%	-21%
CCC(=O)N1C(C(=O)O)CSC1c1ccc(OC)cc1 (configuration not stated)	-1%	3%	-5%	40%	36	3%	14%	3%	3%
COc1ccc(C(C(=O)NCc2ccccc2)n2c(=O)c(-c3ccccc3)nc3ccccc32)cc1 (configuration not stated)	·	·	?	?	-6	-5%	-16%	·	-15%

This part in full, previewed entries included:
SMILES	SW480 rereplic	MCF10A rereplic	KB-3-1 cytotox	KB-V1 MDR tox	IL-1B inflam inh	WRN helicase inh	HT1080-NT tox	ATXN2 expr inh	HT1080 IDH1KD tx
O=C(CN(Cc1ccccc1)C(=O)c1cc2c(s1)CCC2)NCc1cccs1	17%	14%	?	2.9µM*	?	-10%	-1%	-11%	-7%
Cc1ccc(OCC(=O)NNC(=O)c2ccc(NC(=O)C3CC3)cc2)c(C)c1	-20%	5%	11%	0%	10	2%	4%	-3%	-21%
CCC(=O)N1C(C(=O)O)CSC1c1ccc(OC)cc1 (configuration not stated)	-1%	3%	-5%	40%	36	3%	14%	3%	3%
COc1ccc(C(C(=O)NCc2ccccc2)n2c(=O)c(-c3ccccc3)nc3ccccc32)cc1 (configuration not stated)	·	·	?	?	-6	-5%	-16%	·	-15%
Cc1onc(-c2ccccc2)c1C(=O)Nc1ccccc1C#N	3%&7%	?	-6%&-9%	-20%&-19%	11&5	4%&-1%	10%&1%	-8%&2%	1%&1%
CCOC(=O)c1nnn(-c2nonc2N)c1-c1cccs1	-4%	0%	-4%	-7%	-10	-25%	-7%	-16%	2%
CC(=S)c1c(C)cc2cc(C)ccn12	15%	-6%	-11%	5%	9	-8%	1%	-8%	-1%
CC1(C)C2CC[C@]1(C)C(=O)N(CCCCN1CCN(c3ccccn3)CC1)C2=O	-3%	?	8%	24%	16	-7%	25%	-1%	11%
Cc1nn(Cc2ccccc2)c(C)c1/C=N/NC(=O)c1ccccc1O	0%	0%	1%	3%	3	-3%	?	-3%	-25%
CCCCNC(=S)N1CCN(Cc2ccc3c(c2)OCO3)CC1	1%	?	10%	18%	-14	-13%	-5%	-2%	0%
CC(C)OC(=O)CSc1nc2cccnc2n1C1CCCCC1	-3%	-4%	7%	-9%	-19	5%	-10%	-11%	-10%
CN(C)CCN1CCN(C2CN(Cc3cn(Cc4ccc(F)cc4)nn3)S(=O)(=O)C2)CC1 (configuration not stated)	·	·	12%	2%	-1	-2%	17%	11%	23%
CC(C)Nc1nc(SC(C)C(=O)Nc2ccccc2)nc(N(C)C)n1 (configuration not stated)	3%	11%	-5%	?	-87*	-2%	-16%	-30%	-13%
CCC(Oc1ccccc1)C(=O)OCC(=O)N(CC)c1c(N)n(Cc2ccccc2)c(=O)[nH]c1=O (configuration not stated)	-8%	11%	17%	0%	9	14%	-3%	-7%	3%
COc1ccc(C2/C=C\CN(S(=O)(=O)c3cccs3)CC(=O)N2Cc2ccc(F)cc2)cc1 (configuration not stated)	-6%	-4%	-6%	6%	1	-7%	1%	-11%	-10%
O=C(NCCc1ccncc1)Nc1ccccc1	1%	-2%	-4%	?	-4	-20%	9%	1%	8%
FC(F)(F)c1nc(-c2ccccc2)ncc1-c1nnnn1-c1ccccc1	-58%[inhibitor]	?	-15%	?	-66*	-3%	?	?	-27%
CC1(C(=O)Nc2ccccc2Cc2ccccc2)CCN1CCc1ccccc1 (configuration not stated)	·	·	?	?	8	-1%[57.1 µM]	?	-29%	?
COc1ccc(C(O)(C2CCCCC2)C(CN2CCOCC2)c2ccccc2)cc1 (configuration not stated)	?	?	?	?	-5	-4%[57.1 µM]	?	-9%	?
CC(C)C(=O)NC(=S)Nc1ccccn1	1%	1%	18%	16%	-7	3%	16%	0%	3%
COc1ccccc1NC(=O)COC(=O)/C=C/c1cccs1	-6%	-6%	14%	-14%	0	7%	2%	-17%	20%
N/N=C(/Cc1nc2ccccc2[nH]1)c1ccc([N+](=O)[O-])cc1	-3%	-2%	-3%	?	-6	-9%	-6%	39%	-29%
COCCCN1C(=O)C(CC(=O)NC(c2ccccc2)c2ccccc2)CC(C(=O)N2CCOCC2)=C1C (configuration not stated)	·	·	7%	15%	8	2%	14%	5%	12%
CC(O)(C#CCN1CCCCCC1)c1ccccc1 (configuration not stated)	-4%	-4%	11%	1%	-6	3%[57.1 µM]	2%	-2%	20%
COc1ccc(OC)c(NC(=O)N2CCCC(C)C2)c1 (configuration not stated)	-3%	2%	9%	-1%	0	-6%	9%	·	10%
COc1ccc(-c2nc3ccc(Br)cn3c2Cc2ccc(C)cc2)cc1OC	·	·	?	12%	-15	0%	?	-31%	?
CC1CN(c2nc3ccccn3c(=O)c2C=O)CC(C)O1 (configuration not stated)	-11%	?	-5%	8%	-15	8%	6%	-8%	0%
CCOC(=O)Cc1nnc(NC(=O)CSc2nnc3c(n2)[nH]c2ccccc23)s1	-22%	-11%	-11%	0%	28	?	2%	-18%[11.3 µM]	1%
Cc1ccn(-c2ccc([N+](=O)[O-])cc2)n1	21µM*	-183%[0.0737 µM]	-8%	-5%	-21	1%	0%	9%	1%
COCCNC(=O)c1cccc2c1-c1ccccc1C2=O	-5%	-2%	-1%	?	12	4%	18%	5%	19%
Cc1ccnc(NC(=O)/C=C/c2ccccc2Cl)c1	?	9%	-11%	?	-69*	-31%[57.1 µM]	-21%	72%[activator][11.3 µM]	-17%
Cc1ccc(C(=O)NC(=S)N2CCN(c3ccc([N+](=O)[O-])cc3)CC2)cc1	-39%[inhibitor]	2%	-10%	23µM*	-2	11%	-6%	-18%	-12%
O=C(NC12CC3CC(CC(C3)C1)C2)c1ccc([N+](=O)[O-])cc1	-3%	?	-5%	-7%	?	11%	1%	?	-6%
Cn1c(SCC(=O)Nc2ccc(Cl)cn2)nnc1C1CC1	-4%	4%	14%	?	-78*	3%	20%	-4%	16%
O=S1(=O)CCOC[C@H](CC2CCCCC2)N1Cc1cccc(C(F)(F)F)c1	-8%	-5%	?	13µM*!	-2	-7%	-16%	-26%	0%
COc1ccc(CCNCC2C(Oc3ccc(Cl)cc3)C(=O)N2c2ccccc2C)cc1OC (configuration not stated)	5%	9%	?	12%	-73*	-8%	?	?	?
COCCNc1nc(NC(C)C)nc2ccsc12	·	·	0%	5%	0	5%	30%	4%	21%
O=C(NCc1cccnc1)c1cc(C(=O)NCc2cccnc2)cc([N+](=O)[O-])c1	·	·	3%	26%	-19	10%	8%	·	-2%
CC(CC(=O)Nc1ccc2c(c1)c(=O)n(C)n2-c1ccccc1)c1ccccc1 (configuration not stated)	·	·	4.6µM*	10µM*	73	-1%	3.7µM*	6%	2.9µM*
CCC1CCCCN1C(=O)c1ccc(OC)c(OC2CCN(C(C)=O)CC2)c1 (configuration not stated)	4%	-8%	-3%	?	i	-23%	-9%	3%	0%
OC(c1cc(F)cc(Cl)c1)c1ncc(-c2ccccc2C(F)(F)F)[nH]1 (configuration not stated)	·	·	5%	-16%	21	2%[57.1 µM]	?	-26%	-26%
CCN(CCNC(=O)CN1CCN(Cc2ccc(Cl)cc2)C1=O)c1ccccc1	2%	-4%	-6%	?	-10	-1%	-13%	0%	-11%
CCOc1ccc(-c2cccc(NS(=O)(=O)c3ccccc3[N+](=O)[O-])c2)nn1	-96%[inhibitor]	-1%	13%	2%	51	-10%	-24%	14%	-20%
Cc1ccc(N2CCN(C(=O)c3nn(C)c4c3CS(=O)(=O)c3ccccc3-4)CC2C)cc1 (configuration not stated)	9%	?	-1%&-18%	?	-29	-3%	3%	?	2%
COc1cccc(/C=N/c2nc3ccccc3n2C)c1O	?	-4%	-4%	29%	7	-24%	9%	3%	4%
O=C(NCCN=C1NS(=O)(=O)c2ccccc21)c1ccccc1	-20%	0%	14%	1%	13	1%	12%	21%	12%
COc1ccc(CCNC2=C(Cl)C(=O)N(CCc3ccccc3)C2=O)cc1OC	-2%[9.22 µM]	?	-2%	?	0	-11%	-2%	?	-4%
Cc1nn(C(=O)c2cccc([N+](=O)[O-])c2)c(C)c1Sc1ccccc1	-1%	?	4%	2%	0	8%	-3%	7%	0%
CSCC(C)N1CCC(n2nccc2NC(=O)CCc2ccccc2)CC1 (configuration not stated)	17%	0%	2%	-4%	8	-5%	16%	1%	11%
O=[N+]([O-])c1ccccc1/C=N/n1c(C2CCCCC2)n[nH]c1=S	-7%	?	-8%	1%	8	-6%	3%	9%	4%
Cc1n[nH]c(=O)nc1NCCc1ccccc1	-15%	-1%	2%	10%	14	6%	-6%	·	-4%
CNC(=S)N1CCN(c2ccc(Cl)c(Cl)c2)CC1	10%	1%	-18%	?	-58*	3%	-18%	-35%	-21%
O=C1CSC(c2ccccn2)N1c1ccccc1F (configuration not stated)	-5%	0%	6%	3%	21	5%	14%	-10%	26%
O=C(Nc1ccccc1Cl)c1cc(C2CCCCN2C(=O)C2CCCCC2)on1 (configuration not stated)	·	·	-22%	-11%	5	-8%	-26%	0%	-26%
CC1CCCC(C)N1C(=O)CSc1nnc(COc2cccc3cccnc23)o1 (configuration not stated)	4.1µM*	?	15%	?	-4	5%	15%	1%	12%
